# GLP-1R inv ag: qHTS of GLP-1 Receptor Inverse Agonists (Inhibition Mode) | Potency, µM (top dose mostly 38.3 µM), for inactives: at the top dose activity change, negative = inhibition, actives largely listed as inhibitors | Glucagon-like peptide 1 receptor (Homo sapiens), P43220 | HEK293 GLP-1R CRE-luciferase, luminescence, 24 h; GLP-1R form is constitutively active | 410,000 tested, 1.6% active; further: potency means the concentration at half of the fitted maximal effect; on the % scale 0 is the no-effect control and ±100 the full control effect; nearly all actives have a fitted effect of over 55% in size
#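 Inverse agonists were sought by their lowering of basal cAMP reporter luciferase output in HEK293 cells stably carrying constitutively active human GLP-1R, after 24 h compound treatment.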
# DRD3 antagonist: qHTS of D3 Dopamine Receptor Antagonist: qHTS; D(3) dopamine receptor (Homo sapiens), P35462; D3R cells, DiscoveRx beta-arrestin luminescence, antagonist mode; stronger effect = lower value; max response, negative = inhibition, %; 360,000 tested, 2.5% active; AID 652054, 2013; in the data active means max response below about -50%; inconclusive means no clear call, values can overlap the other calls; further: on the % scale 0 is the no-effect control and ±100 the full control effect; mostly tested at two doses, the higher about 12 µM
# Target sequence (P35462 whole entry, looked up): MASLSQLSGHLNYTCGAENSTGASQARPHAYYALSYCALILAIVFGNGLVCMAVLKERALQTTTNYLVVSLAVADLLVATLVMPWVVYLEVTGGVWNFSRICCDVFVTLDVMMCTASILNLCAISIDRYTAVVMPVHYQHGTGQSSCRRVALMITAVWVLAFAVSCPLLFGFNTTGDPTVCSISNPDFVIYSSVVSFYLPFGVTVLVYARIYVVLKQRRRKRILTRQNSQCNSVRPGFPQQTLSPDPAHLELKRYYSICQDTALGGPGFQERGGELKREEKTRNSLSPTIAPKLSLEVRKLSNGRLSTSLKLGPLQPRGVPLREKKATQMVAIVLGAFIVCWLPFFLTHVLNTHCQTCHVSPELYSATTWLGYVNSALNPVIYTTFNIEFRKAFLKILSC
#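 Cells expressing the human receptor were seeded at 1500 cells/well, incubated overnight at 37 degrees C in 5% CO2, then exposed to library compounds with dopamine controls for 90 minutes at 37 degrees C before luminescent detection.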
# IL2 activator: qHTS of IL-2 Activators | activation, % (series mostly up to about 46 µM) | AID 652025, 2013 | IL-2 activation reporter assay, cell-based qHTS; stimulated with anti-CD3/CD4/CD28 beads; in transgenic mouse T cells | 360,000 tested, 0.065% active; in the data active means activation above about 50%; inconclusive means mostly about 30% to 49%; further: 0% is about no effect
#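 Unstimulated transgenic mouse T cells preincubated 60 min with compound, then stimulated with anti-CD3/anti-CD4-coated beads plus anti-CD28 for 18 h at 37 degrees C. IL-2 response read as EGFP and DsRed fluorescence by plate cytometry.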
# GLP1R ag: qHTS of GLP-1 Receptor Agonists. Glucagon-like peptide 1 receptor (Homo sapiens), P43220. HEK293 GLP-1R CRE-luciferase, luminescence, 4-6 h; cells express a hypersensitive GLP-1R form. Potency, µM (highest dose often 45.6 µM), inactives show at the highest dose activation, most hits filed as activators. 380,000 tested, 0.007% active; further: potency means the concentration at half of the fitted maximal effect; % of control where 0% means no effect
# DRD3 agonist: qHTS of D3 Dopamine Receptor Agonist: qHTS | max activation, % | D(3) dopamine receptor (Homo sapiens), P35462 | 410,000 tested, 0.58% active | D3R DiscoveRx beta-arrestin cells, luminescence, 90 min; in the data active means max activation above about 30%; further: 0% is about no effect; mostly tested at two doses, the higher about 12 µM
#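 Cells at 1500/well, incubated overnight, then treated with pinned compounds (dopamine as control) for 90 min at 37 degrees C. DiscoveRx reagent added for 30 - 60 minutes at room temperature; luminescence read.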
# PI5P4Ka inh: qHTS for Inhibitors of phosphatidylinositol 5-phosphate 4-kinase (PI5P4K) | Phosphatidylinositol 5-phosphate 4-kinase type-2 alpha (Homo sapiens), P48426 | PI5P4Kalpha enzyme, ADP-Glo luminescence, 60 min; stronger effect = lower value | max response, % | 330,000 tested, 1.2% active; active means max response of -50% or lower; inconclusive means between -30% and -50%; inactive means -30% or higher; further: value at the top dose of about 77 µM; on the % scale 0 is the no-effect control and ±100 the full control effect
#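 Quantitative HTS of the MLSMR library against PI5P4Kalpha with substrate. ATP added last at 5 microM final; room temperature, 60 minutes. Remaining ATP depleted, ADP converted and read as luminescence.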
# WRN inhibitor: qHTS for Inhibitors of WRN Helicase; Bifunctional 3'-5' exonuclease/ATP-dependent helicase WRN (Homo sapiens), Q14191; WRN helicase unwinding, fluorescent forked duplex, kinetic; Potency, µM (titrated, usually from 114 µM), inactives show at the top dose activity change, negative = inhibition, usual class: inhibitors; 360,000 tested, 0.46% active; AID 651768, 2012; further: potency means the concentration at half of the fitted maximal effect; on the % scale 0 is the no-effect control and ±100 the full control effect; nearly all actives have a fitted effect of over 55% in size
#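 Primary qHTS, 1536-well format. 20 nM WRN + compound, 15 min RT; start with 100 nM forked fluorophore/quencher duplex, 2 mM ATP (final); kinetic read ex 525/em 598 nm.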
# HEK293 tox: qHTS of GLP-1 Receptor Inverse Agonists: Cytotox Screen. HEK293 cAMP-luciferase reporter cells, luminescence, 24 h. Potency, µM (titrated, usually from 38.3 µM), for inactives: top-dose activity change, negative = inhibition, usual class: inhibitors. 410,000 tested, 0.13% active. AID 624418, 2012;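 further: loss of luciferase light is scored as toxicity; potency means the concentration at half of the fitted maximal effect; on the % scale 0 is the no-effect control and ±100 the full control effect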
#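 Quantitative HTS format, 1536 wells, 200 cells/uL seeded. Compounds: 23 nL, 24 h, 37 °C. Detection: luciferase reagent, luminescence at 12 min RT; decreased signal taken as cytotoxic.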
# PLK1 PBD block: qHTS for Inhibitors of PLK1-PDB (polo-like kinase 1 - polo-box domain): Primary Screen. Serine/threonine-protein kinase PLK1 (Homo sapiens), P53350. Plk1 PBD binding of FITC phosphopeptide, fluorescence polarization. Potency, µM, for inactives: max response, negative = inhibition, hits mostly inhibitors. 360,000 tested, 2.8% active; further: potency means the concentration at half of the fitted maximal effect; series mostly up to about 57 µM; on the % scale 0 is the no-effect control and ±100 the full control effect; nearly all actives have a fitted effect of over 65% in size
# Target sequence (P53350 whole entry, looked up, the tested form may be a part): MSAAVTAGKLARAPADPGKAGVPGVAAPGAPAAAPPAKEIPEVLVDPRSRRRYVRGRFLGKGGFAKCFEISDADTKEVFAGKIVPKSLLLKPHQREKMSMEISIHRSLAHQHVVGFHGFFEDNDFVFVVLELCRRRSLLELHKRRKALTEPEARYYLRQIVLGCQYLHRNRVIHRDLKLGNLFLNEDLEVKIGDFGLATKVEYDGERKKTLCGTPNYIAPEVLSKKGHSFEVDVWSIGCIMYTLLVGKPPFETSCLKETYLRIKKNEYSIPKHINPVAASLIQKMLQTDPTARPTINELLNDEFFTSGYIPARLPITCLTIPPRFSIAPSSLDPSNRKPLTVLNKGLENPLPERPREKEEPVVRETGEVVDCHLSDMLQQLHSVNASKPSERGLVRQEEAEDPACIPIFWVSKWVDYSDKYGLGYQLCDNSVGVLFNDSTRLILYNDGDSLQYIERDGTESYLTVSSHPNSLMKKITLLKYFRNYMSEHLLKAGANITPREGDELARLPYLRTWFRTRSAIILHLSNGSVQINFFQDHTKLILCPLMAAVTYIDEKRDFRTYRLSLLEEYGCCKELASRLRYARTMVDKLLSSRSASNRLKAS
# Starred values were filed as active, the others as inactive; ? = inconclusive; nt = no result given; & = joins results of further samples; [ ] = dose if it differs, or a comment. Unless noted, the call rests on the fitted dose curve; in most records, active means well fitted curve in the direction sought with a large enough effect; inconclusive means small, poorly fitted or top-dose-only effect, or another doubt; inactive means no such curve, though single readings can be large; an effect the other way counts as inactive or inconclusive. This is a random part of the collection. Share with any hit: about 7.8%.
SMILES,GLP-1R inv ag,DRD3 antagonist,IL2 activator,GLP1R ag,DRD3 agonist,PI5P4Ka inh,WRN inhibitor,HEK293 tox,PLK1 PBD block
COc1cccc(C2c3[nH]c4ccccc4c3CCN2Cc2ncc[nH]2)c1 (stereo unspecified),?,-15,0.2,24%,-6,7,-2%,-11%,0%
COc1ccccc1N(Cc1ccccc1)S(=O)(=O)c1cc(C(=O)O)ccc1Cl,?,-4,0.4,0%,0,-11,-15%,-3%,-10%
Cc1cc2c(cc1C)-c1c(ssc1=Nc1ccc(S(N)(=O)=O)cc1)C(C)(C)N2,?,-16,-0.4,-3%,-5,-16,-10%,-11%,-7%
COc1ccc(OC(=O)c2c(C)nn(-c3ccccc3)c2C)cc1,?,-16,0.4,21%,5,-2,?,-5%,-6%
Nc1cc(F)ccc1N1CCCCCC1,1%,2,0.0,0%,-2,1,-5%,-9%,-11%
CN(C)c1ccc(C2N(c3ccc(Cl)cc3)C(=O)C3CCCN32)cc1 (stereo unspecified),4%,13,-2.5,-2%,-7,-1,-1%,0%,?
O=C(CSc1nnc2ccc(-c3ccncc3)nn12)Nc1ccc(F)cc1,16%,-6,-1.1,2%,-4,3,3%,2%,-7%
N#Cc1c(-c2ccc3c(c2)OCO3)csc1N,27%,32,-3.4,9%,0,-2,-6%,2%,-5%
CCOc1ccc(NC(=O)CSc2nc(=O)n(CCN3CCOCC3)c3c2CCCC3)cc1,-4%,22,0.4,-2%,3,5,-4%,4%,0%
O=C(COC(=O)Cn1cnc2ccccc2c1=O)Nc1ccccc1Sc1ccc(Cl)cc1,?,0,0.0,0%,-13,16,-5%,-4%,0%
CSc1ccccc1C(=O)N1CCCC(CCC(=O)NCc2ccc(F)c(F)c2)C1 (stereo unspecified),?,-18,-3.8,4%,-8,-3,-14%,-2%,-2%
O=C(O)c1cc(=O)cc(C(=O)O)[nH]1,13%,-82*,-1.8,10%,-17,nt,-6%,0%,-11%
COc1cc(NC(=O)c2ccc([N+](=O)[O-])o2)ccc1NC(=O)c1cccs1,-2%[0.307 µM],?,0.9,-13%,-9,-6,?,-4%[0.307 µM],-18%
Cc1ccccc1C(=O)NC1CC2CCC(C1)N2Cc1ccccc1 (stereo unspecified),-11%,-86*,-1.2,16%,-17,1,0%,1%,1%
CCOC(=O)c1sc(NC(=O)Cn2nnc3sc4c(c3c2=O)CCC(C(C)(C)C)C4)nc1C (stereo unspecified),-30%,?,-4.1,3%,14,-13,-12%,-9%,-5%

# Rewritten with tabs: part of the list above
structure	GLP-1R inv ag	DRD3 antagonist	IL2 activator	GLP1R ag	DRD3 agonist	PI5P4Ka inh	WRN inhibitor	HEK293 tox	PLK1 PBD block
COc1cccc(C2c3[nH]c4ccccc4c3CCN2Cc2ncc[nH]2)c1 (stereo unspecified)	?	-15	0.2	24%	-6	7	-2%	-11%	0%
COc1ccccc1N(Cc1ccccc1)S(=O)(=O)c1cc(C(=O)O)ccc1Cl	?	-4	0.4	0%	0	-11	-15%	-3%	-10%
Cc1cc2c(cc1C)-c1c(ssc1=Nc1ccc(S(N)(=O)=O)cc1)C(C)(C)N2	?	-16	-0.4	-3%	-5	-16	-10%	-11%	-7%
COc1ccc(OC(=O)c2c(C)nn(-c3ccccc3)c2C)cc1	?	-16	0.4	21%	5	-2	?	-5%	-6%
Nc1cc(F)ccc1N1CCCCCC1	1%	2	0.0	0%	-2	1	-5%	-9%	-11%

# More results
SMILES,GLP-1R inv ag,DRD3 antagonist,IL2 activator,GLP1R ag,DRD3 agonist,PI5P4Ka inh,WRN inhibitor,HEK293 tox,PLK1 PBD block
Cc1cccc(-n2nnnc2SCC(=O)Nc2cccc(S(N)(=O)=O)c2)c1,0%,-18,1.0,0%,-3,3,-3%,-12%,2%
COc1cc(-c2noc(C)c2C(=O)NCCc2c[nH]c3ccccc23)cc(OC)c1OC,-10%,25,-1.2,8%,13,1,-3%,?,-8%
Cc1ccc(C(=O)NCCN2C3=NC[C@@H](Cc4ccccc4)N3C[C@H]2Cc2ccc(O)cc2)cc1Br,17%,-58*,-1.9,-4%,-15,1,0%,1%,1%
CCOc1ccc(NC(=O)CN(C)C(=O)CCC2CCCCC2)cc1OCC,?,-19,-1.7,1%,-20,12,-23%,13%,-10%
O=C(Nc1ccc(N2CCOCC2)cc1)c1csc(COCCO)n1,3%,27,-0.4,5%,6,3,-1%,6%,-2%
COc1cc2oc3ccccc3c2cc1N(CC(=O)N(C)C)S(=O)(=O)c1ccccc1,?,-7,0.1,1%,-10,5,-18%,?,-8%
CCCC(C(=O)NCc1ccco1)N(Cc1ccco1)C(=O)CNS(=O)(=O)c1ccccc1 (stereo unspecified),-16%,-2,-0.2,3%,4,-4,-3%[57.1 µM],-6%,1%
COc1cc(NC(=O)NCC2CCN(Cc3ccc(C)cc3)CC2)cc(OC)c1OC,?,-16,-5.7,0%,-29&-20,12,10%,8%&-8%,6%
O=C(COC(=O)CSc1ccc2ccccc2c1)NCc1ccc2c(c1)OCO2,12%,-14,0.1,-2%,-8,17,-6%,4%,-6%
CC(=O)Nc1cccc2c1Cc1ccccc1-2,0%,-19,0.1,-2%,0,0,0%,-3%,1%
C=C(C(=O)Oc1c(C(C)(C)C)cccc1C(C)(C)C)c1ccccc1,5%,-5,-0.2,-3%,-13,7,-6%,18%,2%
Cc1cc(F)ccc1NCC(=O)Nc1ccccc1Br,?,-11,0.3,11%,1,19,-16%,17%,0%
CC1=C(C(=O)Nc2ccccc2C)C(c2cccnc2)n2nc(CCCO)nc2N1 (stereo unspecified),1%,-11,0.2,-1%,1,-10,10%,-16%,-6%
C[N+](C)(C)CCNC(=O)c1c(O)c2c([nH]c1=O)CCCC2,3%,-19,1.3,-5%,2,-3,-1%,4%,2%
O=C(C1CCN(S(=O)(=O)c2ccc(Cl)c(C(F)(F)F)c2)CC1)N1CCC1,?,2,-0.3,-9%,1,4,3%,-1%,-5%

# Entries shown so far that contain two or more sulfur atoms, in the order listed:
SMILES,GLP-1R inv ag,DRD3 antagonist,IL2 activator,GLP1R ag,DRD3 agonist,PI5P4Ka inh,WRN inhibitor,HEK293 tox,PLK1 PBD block
Cc1cc2c(cc1C)-c1c(ssc1=Nc1ccc(S(N)(=O)=O)cc1)C(C)(C)N2,?,-16,-0.4,-3%,-5,-16,-10%,-11%,-7%
CCOC(=O)c1sc(NC(=O)Cn2nnc3sc4c(c3c2=O)CCC(C(C)(C)C)C4)nc1C (stereo unspecified),-30%,?,-4.1,3%,14,-13,-12%,-9%,-5%
Cc1cccc(-n2nnnc2SCC(=O)Nc2cccc(S(N)(=O)=O)c2)c1,0%,-18,1.0,0%,-3,3,-3%,-12%,2%

# Other records
SMILES,GLP-1R inv ag,DRD3 antagonist,IL2 activator,GLP1R ag,DRD3 agonist,PI5P4Ka inh,WRN inhibitor,HEK293 tox,PLK1 PBD block
COc1cccc(CNC(=O)C2CCN(S(=O)(=O)N3CCC4(CC3)OCCO4)CC2)c1,1%,-18,0.4,0%,-9,2,?,7%,-18%
Cc1ccccc1-n1c(O)c(/C=N/N2CCCCC2c2cccnc2)c(=O)[nH]c1=O (stereo unspecified),-6%,2,-2.9,4%,-1,2,0%,-10%,-1%
COc1ccc(C)cc1NC(=O)C1CC(=O)N(CCc2ccccc2)C1 (stereo unspecified),-15%,-6,-0.9,-5%,40*,0,-6%,-1%,-18%
CSCCC(C(=O)Nc1c(C)cccc1C)n1c(-c2cc(C)cs2)nc2ccccc21 (stereo unspecified),-1%,-66*,-0.5,nt,-21,-1,9%,-2%,-2%
COC(=O)/C=C1/S/C(=N/N=C/c2ccco2)NC1=O,4%,0,-0.6,1%,4,0,-20%,-13%,-2%
CS(=O)(=O)N1CCC(Oc2ccccc2C(=O)NCCCc2cccnc2)CC1,20%,10,-0.7,-1%,-7,-1,1%,0%,-8%
COC(=O)c1cc(S(=O)(=O)N2CCN(c3ccc(F)cc3)CC2)c[nH]1,-11%,-3,-3.0,4%,2,-1,2%,-26%,-1%
Cc1ccc(C)c(N2CCN(C(=O)COc3cc(=O)n(C)c4ccccc34)CC2)c1,3%,46,-1.2,2%,5,nt,-3%,0%,-2%
CCOc1ccc(Cc2noc3c2C(=O)CCC3)cc1OCC,11%,16,-0.6,8%,4,-4,-2%,-2%,-7%
O=C(Cn1cnc2sc(-c3ccccc3)cc2c1=O)NCc1ccccc1,1%,?,-1.8,-6%,-12,nt,-11%,-35%,-7%
O=C1CC2(CCN(C(=O)c3ccc(F)c(F)c3)CC2)Oc2ccccc21,?,-7,0.7,1%,-12,3,-10%,-1%,1%
CCOC(=O)[C@]12CCCC=C1N(Cc1ccccc1)C(=O)[C@H](CC(=O)N1CCCCCC1)C2,0%,-4,0.7,nt,0,-1,5%,-15%,-17%
O=C(c1ccc(OC2CCN(CCc3ccccc3)CC2)cc1)N1CCCC(CCCO)C1 (stereo unspecified),11µM*,?,2.0,2%,-8,-2,0%[57.1 µM],-14%,-17%
O=C(NCC(=O)N(c1cccnc1)C(C(=O)NC1CCCC1)c1ccccc1)c1ccco1 (stereo unspecified),37%[activator],4,2.5,5%,52*,-2,4%,5%,-14%
O=C(O)c1ccc(NS(=O)(=O)c2ccc3c(c2)C2C=CCC2C(c2ccccc2F)N3)cc1 (stereo unspecified),20%,14,0.3,-2%,6,-51*,35µM*,11%,?
COc1ccc(OCc2nnc(SCC(N)=O)n2N)cc1,1%,-7,-0.1,-3%,7,-4,5%,-9%,2%
O=C(Cc1ccc(Cl)cc1)N/N=C/c1ccccc1,?,-7,-3.0,0%,-2,2,-1%,0%,-13%
